High-throughput results: PubChem BioAssay, National Center for Advancing Translational Sciences (NCATS)
PI5P4K alpha inh – qHTS for Inhibitors of phosphatidylinositol 5-phosphate 4-kinase (PI5P4K) | max response, % | Phosphatidylinositol 5-phosphate 4-kinase type-2 alpha (Homo sapiens), P48426 | 330,000 tested, 1.2% active | PI5P4Kalpha enzyme, ADP-Glo luminescence, 60 min; hits give low values; active = max response of -50% or lower; inconclusive = between -30% and -50%; inactive = -30% or higher; also: value at the top dose of about 77 µM; % is scaled to controls: 0 for no effect and ±100 for the full control effect
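PI5P4Kalpha ADP-Glo assay; 5 microM ATP final; 60 min RT reaction; HEPES pH 7.4/EGTA/CHAPS, 5% DMSO; controls lacking substrate or enzyme; luminescent end-point.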
IL-2 act – qHTS of IL-2 Activators; IL-2 activation reporter assay, cell-based qHTS; stimulated with anti-CD3/CD4/CD28 beads; in transgenic mouse T cells; activation, % (series mostly up to about 46 µM); 360,000 tested, 0.065% active; in the data active = activation above about 50%; inconclusive = mostly about 30% to 49%; also: 0% is about no effect
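Using fluorescent plate cytometry, EGFP and DsRed are detected in transgenic mouse T cells stimulated 18 h at 37 degrees C with antibody-coated beads after 60 min compound pretreatment.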
GLP1R cytotox – qHTS of GLP-1 Receptor Inverse Agonists: Cytotox Screen. HEK293 cAMP-luciferase reporter cells, luminescence, 24 h. Potency, µM (series often up to 38.3 µM), without a hit: top-dose activity change, negative = inhibition, hits mostly inhibitors. 410,000 tested, 0.13% active;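 also: loss of luciferase light is scored as toxicity; potency is read from the fitted curve at half-maximal effect; % is scaled to controls: 0 for no effect and ±100 for the full control effect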
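MLSMR compounds, 24 hr on cells at 37 deg C/5% CO2; luminescence after luciferase reagent (12 min RT). Inhibition counted as the undesired cytotoxic outcome.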
WRN inhibitor – qHTS for Inhibitors of WRN Helicase | Potency, µM (series often up to 114 µM), for the others: at the highest dose activity change, negative = inhibition, most hits filed as inhibitors | 360,000 tested, 0.46% active | WRN helicase unwinding, fluorescent forked duplex, kinetic; also: potency is read from the fitted curve at half-maximal effect; % is scaled to controls: 0 for no effect and ±100 for the full control effect; nearly all actives have a fitted effect of over 55% in size
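Primary qHTS, 1536-well format. 20 nM WRN + compound, 15 min RT; start with 100 nM forked fluorophore/quencher duplex, 2 mM ATP (final); kinetic read ex 525/em 598 nm.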
PLK1 PBD inh – qHTS for Inhibitors of PLK1-PDB (polo-like kinase 1 - polo-box domain): Primary Screen; Serine/threonine-protein kinase PLK1 (Homo sapiens), P53350; 360,000 tested, 2.8% active; Plk1 PBD binding of FITC phosphopeptide, fluorescence polarization; Potency, µM, inactives show max response, negative = inhibition, hits mostly inhibitors; also: potency is read from the fitted curve at half-maximal effect; series mostly up to about 57 µM; % is scaled to controls: 0 for no effect and ±100 for the full control effect; nearly all actives have a fitted effect of over 65% in size
Target sequence (P53350 whole entry, looked up, the tested form may be a part): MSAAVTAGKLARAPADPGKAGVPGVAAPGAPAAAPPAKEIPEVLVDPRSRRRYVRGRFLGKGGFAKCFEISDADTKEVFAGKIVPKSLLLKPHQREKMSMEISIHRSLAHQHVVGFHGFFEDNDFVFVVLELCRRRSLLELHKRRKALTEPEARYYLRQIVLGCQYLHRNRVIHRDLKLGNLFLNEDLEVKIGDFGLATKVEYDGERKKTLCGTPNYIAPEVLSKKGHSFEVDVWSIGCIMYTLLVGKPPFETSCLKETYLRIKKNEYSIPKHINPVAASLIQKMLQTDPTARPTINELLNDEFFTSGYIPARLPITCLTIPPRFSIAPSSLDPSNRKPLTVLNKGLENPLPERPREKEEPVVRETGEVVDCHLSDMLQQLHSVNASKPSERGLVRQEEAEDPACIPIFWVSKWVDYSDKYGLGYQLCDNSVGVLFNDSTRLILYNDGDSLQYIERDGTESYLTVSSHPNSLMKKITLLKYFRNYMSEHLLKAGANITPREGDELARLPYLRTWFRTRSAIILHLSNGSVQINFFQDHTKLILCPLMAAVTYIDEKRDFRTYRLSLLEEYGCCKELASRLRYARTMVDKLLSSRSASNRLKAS
GLP-1R inv ag – qHTS of GLP-1 Receptor Inverse Agonists (Inhibition Mode); Glucagon-like peptide 1 receptor (Homo sapiens), P43220; HEK293 GLP-1R CRE-luciferase, luminescence, 24 h; GLP-1R form is constitutively active; Potency, µM (highest dose often 38.3 µM), without a hit: top-dose activity change, negative = inhibition, actives largely listed as inhibitors; 410,000 tested, 1.6% active; also: potency is read from the fitted curve at half-maximal effect; % is scaled to controls: 0 for no effect and ±100 for the full control effect; nearly all actives have a fitted effect of over 55% in size
Target sequence (P43220 whole entry, looked up): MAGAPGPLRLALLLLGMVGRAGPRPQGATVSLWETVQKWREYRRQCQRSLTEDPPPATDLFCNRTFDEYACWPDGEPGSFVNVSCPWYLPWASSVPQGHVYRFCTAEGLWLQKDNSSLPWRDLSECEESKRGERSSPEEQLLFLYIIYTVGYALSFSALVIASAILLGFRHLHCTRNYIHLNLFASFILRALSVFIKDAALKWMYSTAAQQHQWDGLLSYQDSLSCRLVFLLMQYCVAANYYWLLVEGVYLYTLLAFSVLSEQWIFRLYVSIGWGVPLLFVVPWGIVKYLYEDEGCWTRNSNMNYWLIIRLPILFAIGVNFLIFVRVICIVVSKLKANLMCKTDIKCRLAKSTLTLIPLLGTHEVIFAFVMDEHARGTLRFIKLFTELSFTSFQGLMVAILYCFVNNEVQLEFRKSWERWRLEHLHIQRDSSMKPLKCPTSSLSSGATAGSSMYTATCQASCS
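Luminescence readout: a drop in cAMP-driven luciferase signal flags inverse agonism at a constitutively active GLP-1R stably expressed in HEK293. Compound exposure lasted 24 hr at 37 deg C, 5% CO2.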
GLP1R ag – qHTS of GLP-1 Receptor Agonists. HEK293 GLP-1R CRE-luciferase, luminescence, 4-6 h; cells express a hypersensitive GLP-1R form. Glucagon-like peptide 1 receptor (Homo sapiens), P43220. AID 624172, 2012. Potency, µM (top dose mostly 45.6 µM), inactives show top-dose activation, hits mostly activators. 380,000 tested, 0.007% active; also: potency is read from the fitted curve at half-maximal effect; % of control where 0% means no effect
D3 antag – qHTS of D3 Dopamine Receptor Antagonist: qHTS; D(3) dopamine receptor (Homo sapiens), P35462; D3R cells, DiscoveRx beta-arrestin luminescence, antagonist mode; hits give low values; max response, negative = inhibition, %; 360,000 tested, 2.5% active; AID 652054, 2013; in the data active = max response below about -50%; inconclusive = no clear call, values can overlap the other calls; also: % is scaled to controls: 0 for no effect and ±100 for the full control effect; mostly tested at two doses, the higher about 12 µM
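Cells expressing the human receptor were seeded at 1500 cells/well, incubated overnight at 37 degrees C in 5% CO2, then exposed to library compounds with dopamine controls for 90 minutes at 37 degrees C before luminescent detection.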
DRD3 agonist – qHTS of D3 Dopamine Receptor Agonist: qHTS; 410,000 tested, 0.58% active; D3R DiscoveRx beta-arrestin cells, luminescence, 90 min; D(3) dopamine receptor (Homo sapiens), P35462; max activation, %; in the data active = max activation above about 30%; also: 0% is about no effect; mostly tested at two doses, the higher about 12 µM
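Agonist mode: compounds and dopamine controls were applied to plated cells for 90 min at 37 degrees C after an overnight attachment at 1500 cells/well. Luminescent read-out followed 30 - 60 minutes at room temperature with DiscoveRx detection reagent.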
Active calls of the source: *; ? = inconclusive; nt = no result given; & = joins results of further samples; [ ] = remark or other dose. Unless noted, calls follow the shape of the dose curve; as a rule, active = well fitted curve in the direction sought with a large enough effect; inconclusive = small, poorly fitted or top-dose-only effect, or another doubt; inactive = no such curve, though single readings can be large; an effect the other way counts as inactive or inconclusive.

SMILES | PI5P4K alpha inh | IL-2 act | GLP1R cytotox | WRN inhibitor | PLK1 PBD inh | GLP-1R inv ag | GLP1R ag | D3 antag | DRD3 agonist
CCOC(=O)c1ccc(N(C(=O)c2cnccn2)C(C(=O)NC2CCCCC2)c2cn(C)nc2C)cc1 (stereo not given) | 0 | 0.6 | 8% | 14% | -12% | 0% | -7% | 0 | -3
Cc1cc2nc(-c3ccncc3)cc(C(F)(F)F)n2n1 | 0 | -4.6 | 5% | 5% | -20% | 117%[activator] | 18% | 0 | 1
Cn1c(C(=O)Nc2ccc3c(c2)OCCO3)cc2c(=O)n(C)c3ccccc3c21 | 1 | -2.1 | -20% | -11% | -1% | -13% | 10% | 52 | 5
CC(=O)Nc1ccc(NC(=O)C(=O)N/N=C/c2cccnc2)cc1 | 0 | -0.1 | -15% | 0% | -6% | -14% | -5% | 21 | 6
CCN(CC)C(=O)n1nc(C)c(CN2C(=O)c3ccccc3C2=O)c1C | 0 | -0.9 | -12% | 6% | -4% | 0% | 0% | 6 | 3
Cc1ccc(CNC(=O)Cc2cccs2)cc1 | -16 | 0.9 | 4% | -2% | -10% | 0% | -1% | 0 | 1
CCN(CC)CCCNC(=O)c1cc(Cl)c(NC(=O)C2=C(C)OCCS2)cc1OC | -7 | 0.7 | -5% | 9% | -3% | ? | 17% | 0 | -7
O=C(c1ccc(Cl)c([N+](=O)[O-])c1)N(Cc1ccc(F)cc1)C1CCS(=O)(=O)C1 (stereo not given) | 2 | -4.2 | 5% | -4% | 1% | -4% | -1% | -17 | -2
CC1CCCCN1CC(=O)c1c(N)n(Cc2ccccc2)c(=O)n(C)c1=O (stereo not given) | -3 | 1.6 | 17% | -1% | -8% | -18% | -24% | -22 | -6
O=C(Cc1ccccc1)NCCc1c[nH]c2ccccc12 | -8 | 0.2 | 0% | -32% | -11% | -4% | -2% | -10 | 3
COc1ccc(S(=O)(=O)N2CCOCC2)cc1NC(=O)C1CCCN1C(=O)c1cccs1 (stereo not given) | -5 | 0.2 | 1% | 6% | -17% | 11% | -1% | -20 | 0
C#C[C@]1(O)CC[C@H]2[C@@H]3CCc4cc(O)ccc4[C@H]3CC[C@@]21C | 6 | -0.3 | -23% | -5% | -2% | -24% | 6%&13% | 28 | 13&1

Part of the list above in order of formula weight, lowest first.
SMILES | PI5P4K alpha inh | IL-2 act | GLP1R cytotox | WRN inhibitor | PLK1 PBD inh | GLP-1R inv ag | GLP1R ag | D3 antag | DRD3 agonist
Cc1ccc(CNC(=O)Cc2cccs2)cc1 | -16 | 0.9 | 4% | -2% | -10% | 0% | -1% | 0 | 1
CCN(CC)CCCNC(=O)c1cc(Cl)c(NC(=O)C2=C(C)OCCS2)cc1OC | -7 | 0.7 | -5% | 9% | -3% | ? | 17% | 0 | -7
COc1ccc(S(=O)(=O)N2CCOCC2)cc1NC(=O)C1CCCN1C(=O)c1cccs1 (stereo not given) | -5 | 0.2 | 1% | 6% | -17% | 11% | -1% | -20 | 0

More compounds:
SMILES | PI5P4K alpha inh | IL-2 act | GLP1R cytotox | WRN inhibitor | PLK1 PBD inh | GLP-1R inv ag | GLP1R ag | D3 antag | DRD3 agonist
Cc1ccc(CN2CCN(Cc3cnn(-c4ccc(F)cc4)c3)CC2CCO)o1 (stereo not given) | 4 | -2.8 | 10% | -7% | 0% | -21% | 2% | ? | -16
Cn1c(=O)oc2cc(S(=O)(=O)NCCC(=O)NCc3ccc(F)cc3)ccc21 | 0 | -2.4 | -6%&4% | 9% | 3% | 8%&11% | 3% | -16 | -1&5
NS(=O)(=O)c1cc2c(cc1Cl)NC(C1CC3C=CC1C3)NS2(=O)=O (stereo not given) | 1 | 0.6 | -10% | 7% | -2% | 6% | 0%&1% | 6 | 9&-16
O=C(C1CCCCC1)N1CCC(O)(c2ccc(Cl)cc2)CC1 | 4 | -2.7 | -2% | -26% | 2% | -4% | 7% | -12 | -12
O=C(NNC(=O)c1sccc1-n1cccc1)Nc1ccc(F)cc1 | 0 | -0.8 | 0% | 0% | -9% | 23% | 0% | -5 | -8
COC(=O)c1ccc(C23CC4(C2)[C@H](CN(C)[C@@H]4c2ccccc2)C3c2ccc(C(F)(F)F)cc2)cc1 (stereo not given in full) | 14 | -0.2 | -10% | -9% | -2% | 10µM* | -4% | -4 | 2
CCOCCCNC(=S)NCCCNc1nc2cc3c(cc2cc1C#N)OCO3 | nt | -1.4 | 114%[activator] | -11% | ? | 0% | 6% | ? | -8
CCCCc1c(C)c(C#N)c2nc3ccccc3n2c1Nc1c(C)n(C)n(-c2ccccc2)c1=O | 6 | -1.3 | -6% | -5%[57.1 µM] | -6% | ? | -1% | -17 | 0
COc1cccc(-n2nc(-c3ccnn3-c3ccc(F)cc3)c(=O)n(C)c2=O)c1 | 4 | -0.3 | 1% | -32% | -9% | -12% | 1% | 12 | -7
COCCN1C(=O)COc2ccccc2C1C(=O)NCc1ccccc1 (stereo not given) | -1 | -0.3 | 4% | -5% | 0% | 6% | 0% | 18 | 6
CC(=O)Oc1cc2c(c3ccccc13)CCC2=O | -8 | -0.4 | -2% | -8% | 2% | 33%[activator] | 0% | -17 | -1
O=C1CC(N2CCN(C(c3ccccc3)c3ccccc3)CC2)C(=O)N1Cc1ccc(N2CCCC2=O)cc1 (stereo not given) | 2 | -1.1 | 7% | 5% | 3% | -2% | -9% | 6 | 2
Cc1nc2cc(-c3ccccc3)[nH]n2c(=O)c1C | -20 | -0.7 | 3% | 4% | 1% | 5% | -1% | -5 | -3
COc1ccc(C(CC(=O)NC(C)(C)C)n2cccc2)cc1 (stereo not given) | 2 | -0.5 | -8% | 1% | -8% | 2% | 2% | -3 | 2
COc1ccc2[nH]c3c(c2c1)CCN1C(=O)N([C@@H](C)C(=O)NCc2ccc(F)cc2)C(=O)[C@]31C | 5 | 0.3 | -7% | -1% | 1% | 22% | ? | 1 | 0
CCOc1ccc(/C=C/C(=O)OC(C)C(=O)NC2CCCCC2C)cc1OC (stereo not given) | 10 | -1.2 | 0% | 9% | -1% | 21% | 5% | 0 | 3
CSc1ccccc1C(=O)Nc1ccc2c(c1)CCC2 | -2 | 0.3 | -2% | -4% | -15% | ? | 10% | -5 | -5
O=C(Nc1ccnn1C1CCN(C/C=C/c2ccccc2)CC1)c1ccccc1Cl | -4 | -0.6 | -12% | -20% | 4% | ? | 11% | 2 | -13
Cc1ccc(S(=O)(=O)CC(=O)Nc2ccc(F)c(F)c2F)cc1 | 10 | 1.9 | 6% | 1% | 1% | 17% | 12% | 18 | 8
C=CCOc1cccc(C2C(C(=O)c3cccs3)=C(O)C(=O)N2Cc2cccnc2)c1 (stereo not given) | 6 | -1.8 | -15% | -22% | -3% | 2% | 1% | -10 | -7
CC1(Cc2ccc(F)cc2)C(=O)Nc2ccc(-c3cccnc3)cc21 (stereo not given) | -3 | -0.5 | 2% | 2% | 1% | -19% | -4% | 0 | 5
CN(C)S(=O)(=O)c1cccc(NC(=O)COC(=O)c2ccc([N+](=O)[O-])o2)c1 | 3 | -0.6 | -11% | -5%[57.1 µM] | -7% | 11% | -8% | 0 | 3
COc1ccc(C(=O)NCc2nnc(SCC(=O)NC3CCCCC3)o2)cc1 | -2 | -2.4 | -3% | 5% | -4% | 8% | 8% | 3 | 4
Cc1cccc(NC(=O)CN(C)CC(=O)NC(c2ccccc2)c2ccccc2)c1C | -5 | -2.5 | -13% | 3% | 5% | ? | -4% | 22 | 3
CCOc1ccc(-c2cc3nc(C4CCN(C(=O)OC(C)(C)C)CC4)c(C(=O)O)cn3n2)cc1 | nt | 0.2 | -1% | 3% | -18% | 69%[activator] | ? | -6 | 6
CCc1ccc(OCc2ccc(C(=O)OC)o2)cc1 | -2 | -2.4 | 16% | 2% | -17% | ? | -4% | -10 | -13
Cc1cc(C)c2sc(NNC(=O)C3COc4ccccc4O3)nc2c1 (stereo not given) | -3 | -0.2 | 2% | 10% | 4% | ? | -3% | -11 | -1
COc1cc(C2N(c3cc(C)on3)C(=O)C3CCCN32)cc(OC)c1OC (stereo not given) | nt | 0.9 | 1% | 2% | 0% | 2% | 8% | -12 | -1

Grouped by structure: the entries above containing an aryl methoxy group
SMILES | PI5P4K alpha inh | IL-2 act | GLP1R cytotox | WRN inhibitor | PLK1 PBD inh | GLP-1R inv ag | GLP1R ag | D3 antag | DRD3 agonist
CCN(CC)CCCNC(=O)c1cc(Cl)c(NC(=O)C2=C(C)OCCS2)cc1OC | -7 | 0.7 | -5% | 9% | -3% | ? | 17% | 0 | -7
COc1ccc(S(=O)(=O)N2CCOCC2)cc1NC(=O)C1CCCN1C(=O)c1cccs1 (stereo not given) | -5 | 0.2 | 1% | 6% | -17% | 11% | -1% | -20 | 0
COc1cccc(-n2nc(-c3ccnn3-c3ccc(F)cc3)c(=O)n(C)c2=O)c1 | 4 | -0.3 | 1% | -32% | -9% | -12% | 1% | 12 | -7
COc1ccc(C(CC(=O)NC(C)(C)C)n2cccc2)cc1 (stereo not given) | 2 | -0.5 | -8% | 1% | -8% | 2% | 2% | -3 | 2
COc1ccc2[nH]c3c(c2c1)CCN1C(=O)N([C@@H](C)C(=O)NCc2ccc(F)cc2)C(=O)[C@]31C | 5 | 0.3 | -7% | -1% | 1% | 22% | ? | 1 | 0
CCOc1ccc(/C=C/C(=O)OC(C)C(=O)NC2CCCCC2C)cc1OC (stereo not given) | 10 | -1.2 | 0% | 9% | -1% | 21% | 5% | 0 | 3
COc1ccc(C(=O)NCc2nnc(SCC(=O)NC3CCCCC3)o2)cc1 | -2 | -2.4 | -3% | 5% | -4% | 8% | 8% | 3 | 4
COc1cc(C2N(c3cc(C)on3)C(=O)C3CCCN32)cc(OC)c1OC (stereo not given) | nt | 0.9 | 1% | 2% | 0% | 2% | 8% | -12 | -1
